Screening results deposited in PubChem by several laboratories.
KCNK9 block – KCNK9 potassium channel inhibitors, primary screen, HEK293 cells, thallium flux. actives 1.2% (n = 310,000). B-score at 10 µM. AID 488922, 2010. FluxOR thallium flux fluorescence; stronger effect = lower value;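 active means ratio B-score over 3 SD below the library mean, with starting fluorescence within 5 SD of its mean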;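 further: negative B-score means less thallium flux so channel inhibition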
PolyA inhibitor – polyadenylation inhibitors in yeast reporter cells, primary screen, luminescence, S. cerevisiae; S. cerevisiae SKY197-pL101 polyadenylation reporter, beta-gal luminescence; efflux-impaired pdr1/pdr3 knockout yeast; score 100 = 6 SD above DMSO; calls only at 12 µM; actives 0.02% (n = 300,000);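 active means lowest replicate activity score at least 50, where 100 means six control SD above control mean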;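 further: yeast exposed to compound for 9 h at 30 °C; higher score means more reporter readthrough which indicates perturbed polyadenylation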
TRPC4 block – inhibitors of mouse TRPC4 channel, primary screen, Fluo4 calcium, HEK293 TRPC4beta/mu-opioid cells | Short transient receptor potential channel 4 (Mus musculus), Q9QUQ5 | DAMGO-evoked Fluo4 calcium flux; stronger effect = lower value | B-score at 10 µM | actives 0.39% (n = 300,000) | AID 2247, 2010;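 active means B-score over 3 SD under the library average, no early fluorescence shift, positive overall ratio signal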
Target sequence (Q9QUQ5 whole entry, looked up): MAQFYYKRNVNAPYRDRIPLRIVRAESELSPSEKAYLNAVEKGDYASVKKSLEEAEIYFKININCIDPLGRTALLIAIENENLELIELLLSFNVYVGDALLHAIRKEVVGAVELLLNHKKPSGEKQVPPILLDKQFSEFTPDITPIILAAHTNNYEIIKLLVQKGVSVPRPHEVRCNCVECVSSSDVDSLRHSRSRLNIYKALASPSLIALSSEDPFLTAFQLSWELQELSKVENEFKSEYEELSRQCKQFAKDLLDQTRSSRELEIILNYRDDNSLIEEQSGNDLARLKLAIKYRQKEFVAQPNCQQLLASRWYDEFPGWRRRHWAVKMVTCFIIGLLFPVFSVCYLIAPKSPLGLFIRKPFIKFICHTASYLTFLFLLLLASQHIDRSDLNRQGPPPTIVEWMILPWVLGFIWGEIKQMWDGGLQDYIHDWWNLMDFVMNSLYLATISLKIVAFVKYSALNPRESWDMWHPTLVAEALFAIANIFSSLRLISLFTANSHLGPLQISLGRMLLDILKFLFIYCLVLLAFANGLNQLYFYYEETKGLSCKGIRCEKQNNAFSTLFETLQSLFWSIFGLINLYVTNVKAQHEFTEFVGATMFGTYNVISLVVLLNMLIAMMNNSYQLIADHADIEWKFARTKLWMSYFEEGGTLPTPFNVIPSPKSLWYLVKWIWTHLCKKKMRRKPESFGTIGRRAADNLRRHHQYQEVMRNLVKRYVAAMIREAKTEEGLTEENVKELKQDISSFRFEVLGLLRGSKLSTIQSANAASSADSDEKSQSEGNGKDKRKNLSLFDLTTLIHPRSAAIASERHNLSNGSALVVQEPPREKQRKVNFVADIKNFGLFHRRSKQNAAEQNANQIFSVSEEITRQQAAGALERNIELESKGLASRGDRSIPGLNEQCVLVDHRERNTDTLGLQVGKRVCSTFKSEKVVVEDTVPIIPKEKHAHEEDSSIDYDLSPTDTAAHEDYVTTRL
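Assay system – HEK293 line stably carrying TRPC4beta and mu-opioid receptor · Doses – single dose · Detection – Fluo4 calcium-dye fluorescence, kinetic read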
Dyrk1A ADPGlo – rat Dyrk1A kinase inhibitors, primary screen, biochemical, single point, plate reader; actives 0.43% (n = 310,000); AID 504441, 2011; Dual specificity tyrosine-phosphorylation-regulated kinase 1A (Rattus norvegicus), Q63470; ADP-Glo luminescence, NFATc1 peptide; inhibition, % at 12.5 µM; in the data active means inhibition above about 50%;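 further: plate controls were vehicle with enzyme for no effect and no enzyme for full effect; many of its hits are not listed in these tables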
KCNK3 inh – human KCNK3 channel inhibitors, primary screen, CHO cells, FluxOR thallium flux, B-score; Potassium channel subfamily K member 3 (Homo sapiens), O14649; FluxOR fluorescence; stronger effect = lower value; B-score at 10 µM; actives 0.84% (n = 340,000);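 active means B-score under library mean minus 4 SD, starting fluorescence ratio at most library mean plus 5 SD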;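 further: more negative B-score means stronger inhibition of thallium flux through KCNK3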
TRPC4 act – activators of mouse TRPC4 channel, primary screen, Fluo4 calcium, HEK293 TRPC4beta/mu-opioid cells; Short transient receptor potential channel 4 (Mus musculus), Q9QUQ5; Fluo4 calcium fluorescence; stronger effect = higher value; B-score at 10 µM; actives 0.49% (n = 310,000);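 active means B-score above 5 SD of library B-scores, and initial fluorescence ratio not above library mean plus 5 SD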;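 further: positive B-score marks a calcium rise read as TRPC4 activation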
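Assay system: HEK293 stable line with TRPC4beta plus mu-opioid receptor; schedule: 45 min room-temperature Fluo4 loading, 110 s read; technique: kinetic Fluo4 calcium fluorescence; evaluation: integrated baseline-normalised fluorescence ratio, converted to per-well B score; controls: buffer (low) and maximal DAMGO (high)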
hERG protect – hERG rescue from dofetilide block, primary screen, cell-based, CHO-hERG, FluxOR thallium flux, dofetilide IC70. Voltage-gated inwardly rectifying potassium channel KCNH2 (Homo sapiens), Q12809. actives 0.51% (n = 310,000). AID 1511, 2009. activation (rescue from dofetilide block), less the hit threshold, % at 10 µM. dofetilide IC70 present;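 active means activation above the mean of controls blocked by dofetilide plus 5 SD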;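 further: thallium influx through hERG after potassium depolarization seen as dye fluorescence rise; in these data hits start at about 4.7%; inactives centre near -7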
KCNQ1 block – inhibitors of human KCNQ1 channel, primary screen, cell-based, thallium flux, high-throughput; B-score at 10 µM; actives 1.3% (n = 310,000); Potassium voltage-gated channel subfamily KQT member 1 (Homo sapiens), P51787; CHO-K1 KCNQ1, FluxOR thallium flux fluorescence; stronger effect = higher value; AID 2642, 2010;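 active means compounds whose thallium flux B-score, printed positive for inhibition, exceeds three library SD while starting fluorescence stays within three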;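 further: channel opened by potassium depolarization with thallium stimulus after 20 min compound exposure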
KCNQ1 pot – potentiators or activators of KCNQ1 channel, primary screen, cell-based, thallium flux, high-throughput | actives 0.35% (n = 310,000) | Potassium voltage-gated channel subfamily KQT member 1 (Homo sapiens), P51787 | CHO-K1 KCNQ1, thallium flux FluxOR fluorescence; stronger effect = higher value | B-score at 10 µM;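 active means fluorescence ratio B-score, a plate-corrected score, at least three library SD, with initial intensity B-score within 5 SD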
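Test system: CHO-K1 cells stably expressing KCNQ1 / Medium: assay buffer / Also added: depolarizing K+/Tl+ stimulus, K2SO4 and Tl2SO4 each 12.5 mM in 5x stock / Incubation: 90 min dye loading and 20 min compound exposure, both at room temperature / Signal: thallium influx via FluxOR fluorescence, kinetic imaging / Evaluation: B score of baseline-normalized fluorescence ratio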
TRPC4 PAM – positive allosteric modulators of TRPC4, primary screen, cell-based, mouse TRPC4beta, HEK293 mu-opioid, Fluo-4 calcium; B-score at 10 µM; AID 2227, 2009; DAMGO EC20, Fluo-4 Ca2+ flux; stronger effect = higher value; actives 0.42% (n = 310,000); Short transient receptor potential channel 4 (Mus musculus), Q9QUQ5;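 active means B-score of calcium response area above 5 SD of library B-scores, with initial fluorescence ratio within 5 SD of library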;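 further: B-score of integrated fluorescence ratio over time as area under calcium response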
Platelet DG rel – inhibitors of platelet dense granule secretion, primary screen, cell-based, MLPCN, human platelets; AID 1663, 2009; inhibition, %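 (compounds screened at 7.5 µM in platelet-rich plasma)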; human platelet-rich plasma, SFLLRN dense granule ATP release, luminescence; actives 0.22% (n = 300,000);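 active means mean replicate score, as percent of positive control, at or above 50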
The depositor's hits bear a star; i = inactive; x = not tested or not shown.

SMILES | KCNK9 block | PolyA inhibitor | TRPC4 block | Dyrk1A ADPGlo | KCNK3 inh | TRPC4 act | hERG protect | KCNQ1 block | KCNQ1 pot | TRPC4 PAM | Platelet DG rel
COc1cccc(-c2cc(C(=O)N3CCCCCC3)no2)c1 | i | i | i | 8 | i | i | -12 | i | i | i | 2
CCOc1ccc(S(=O)(=O)N2CCN(C(=O)c3cc4c(s3)CCCC4)CC2)cc1 | i | i | i | -2 | i | i | -11 | i | i | i | -3
c1ccc(-c2nc3ccccc3[nH]2)cc1 | i | i | i | 7 | i | i | -4 | i | i | i | 2
CC(=O)c1c(C)nc(-c2ccccc2)nc1NC(=O)C(C)C | i | i | i | -4 | i | i | -6 | i | i | i | -41
N#C[C@H]1[C@H](c2ccccc2)[C@](C#N)(C(=O)c2ccccc2)[C@@H]2C=Cc3ccccc3N21 | i | i | i | x | x | i | -27 | i | i | i | -8
O=C(CCN1C(=O)S/C(=C\c2ccc(F)cc2)C1=O)Nc1ccc(C(=O)O)c(O)c1 | i | i | i | 5 | i | i | -10 | i | i | i | 9
c1ccc(CCCN2CCOCC2)cc1 | i | i | i | x | i | i | -8 | i | i | i | -5
CC(C)n1c(O)c(N=NC(=O)Cc2csc(N3CCOCC3)n2)c2ccccc21 | i | i | i | 2 | i | i | -2 | i | i | i | -2
Cc1cs/c(=N\N=C\c2cccc([N+](=O)[O-])c2)n1Cc1ccco1 | i | i | i | -8 | i | i | -7 | i | i | i | 3
O=C(CNS(=O)(=O)N1CCOCC1)N/N=C/c1cccnc1 | i | i | i | -1 | i | i | -6 | i | i | i | 0
O=C(NCC(=O)N(CC1CCCO1)C(C(=O)NC1CCCCC1)c1ccc(F)cc1)c1ccco1 (configuration not stated) | i | i | i | 10 | i | i | -9 | i | i | i | -32
COc1ccc(N2CC(C(=O)N[C@@H](C)C(=O)N[C@H](CO)c3ccccc3)CC2=O)cc1 (some centres not stated) | i | i | i | 5 | i | i | -9 | i | i | i | 4
COc1cc(/C=C(\C#N)c2nc3ccccc3n2C)cc(OC)c1O | i | i | i | 2 | -9.4* | i | -18 | 7* | i | i | 6
COc1cccc(Cn2cccc(NC(=O)Nc3ccccc3C)c2=O)c1 | i | i | i | -7 | i | i | -13 | i | i | i | 3
Cc1ccc(NC(=S)C2=C(O)c3ccccc3N(C)S2(=O)=O)cc1 | i | i | i | -1 | i | i | -12 | i | i | i | -1
Cn1cc(C(=O)c2ccc(Cl)cc2Cl)cc1C(=O)O | i | i | i | 2 | i | i | 0 | i | i | i | 1
Cc1cc(OC(C)C(=O)N(Cc2ccco2)C2CCS(=O)(=O)C2)cc(C)c1Cl (configuration not stated) | i | i | i | 3 | i | i | -6 | i | i | i | 6
Cc1ccc(N(CC(=O)NC(C)c2ccccc2)S(=O)(=O)c2c(C)noc2C)cc1 (configuration not stated) | i | i | i | 0 | i | i | -7 | i | i | i | 10
COc1ccc(-c2nc(CSCC(=O)N3CCc4ccccc43)c(C)o2)cc1OC | i | i | i | 3 | i | i | -14 | i | i | i | -5
O=C(C1CCCCC1)N1CCC(c2nc3c(nnn3Cc3c(F)cccc3Cl)c(=O)[nH]2)CC1 | i | i | i | 3 | i | i | -6 | i | i | i | 5
C/C(=N\NC(=O)c1ccc(C)cc1C)c1ccc2c(c1)Nc1ccccc1S2 | i | i | i | 5 | i | i | -7 | i | i | i | -6
CCN(CC)C(=O)Cn1cnc2sc(C(=O)N3CCN(c4ccc(F)cc4)CC3)c(C)c2c1=O | i | i | i | -8 | i | i | 1 | i | i | i | 2
CC(=O)N1c2ccc(S(=O)(=O)N3CCCC(C(=O)Nc4cccc(Cl)c4)C3)cc2CC1C (configuration not stated) | i | i | i | 1 | i | i | -10 | i | i | i | 6
O=C(Cc1ccccc1)c1ccccc1C(=O)N1CCCCC1 | i | i | i | 0 | i | i | -6 | i | i | i | 0
O=C(CCCC(=O)OCC(Cl)=C(Cl)Cl)Nc1ccc(F)cc1 | i | i | i | -1 | i | i | -4 | i | i | i | 11
CC1CCC(NC(=O)CNC(=O)c2ccc3ccccc3c2)CC1 (configuration not stated) | i | i | i | 0 | i | i | -6 | i | i | i | -3
N#Cc1ccc(C(=O)OCC(=O)NC2CCCC2)cc1 | i | i | i | 7 | i | i | -2 | i | i | i | 0
Cc1ccc(S(=O)(=O)Cc2csc(N)n2)cc1 | i | i | i | -4 | i | i | -4 | i | i | i | 2
O=C(CN1CCOCC1)Nc1ccccc1 | i | i | i | 3 | i | i | -2 | i | i | i | 7
COc1ccccc1CNC(=O)CCCn1c(=O)c2ccccc2n(CC(=O)NC2CCCC2)c1=O | i | i | i | 0 | i | i | -6 | i | i | i | -5
O=C(COC(=O)Cc1ccsc1)NCc1ccccc1 | i | i | i | -8 | i | i | -9 | i | i | i | -2
O=C(Cn1cnc2ccccc21)N/N=C/c1ccccc1 | i | i | i | 2 | i | i | -20 | i | i | i | 0
S=c1[nH]ncn1/N=C/c1ccccn1 | i | i | i | -2 | i | i | -4 | i | i | i | 4
Cc1ccc(C2C(C#N)=C(N)Oc3n[nH]c(-c4ccccc4)c32)o1 (configuration not stated) | i | i | i | 23 | i | i | -10 | i | i | i | 13
CCCNC(=O)c1ccccc1NC(=O)CSCc1ccc(OC)cc1 | i | i | i | 2 | i | i | -10 | i | i | i | 9
C=CCNc1nc(Nc2cc(Cl)ccc2OC)nc(OC)n1 | i | i | i | -4 | i | i | -3 | i | i | i | -7

An excerpt from above with just TRPC4 act and KCNK9 block:
compound,TRPC4 act,KCNK9 block
Cc1ccc(NC(=S)C2=C(O)c3ccccc3N(C)S2(=O)=O)cc1,i,i
Cn1cc(C(=O)c2ccc(Cl)cc2Cl)cc1C(=O)O,i,i

Next results follow.
SMILES | KCNK9 block | PolyA inhibitor | TRPC4 block | Dyrk1A ADPGlo | KCNK3 inh | TRPC4 act | hERG protect | KCNQ1 block | KCNQ1 pot | TRPC4 PAM | Platelet DG rel
COCCn1c(SCC(=O)NCc2ccc(F)cc2)nc2ccccc21 | i | i | i | 0 | i | i | -5 | i | i | i | 0
CCOC(=O)c1[nH]c2c(c1C)C(=O)CC(c1ccc(F)cc1)C2 (configuration not stated) | i | i | i | 2 | i | i | -6 | i | i | i | 9
Cc1cccc(/N=C2/NC(=O)C(Cc3ccccc3)S2)n1 (configuration not stated) | i | i | i | -5 | i | i | -11 | i | i | i | -6
Cc1cccc(C)c1NC(=S)NCCCN1CCCC1=O | i | i | i | -2 | i | i | -5 | i | i | i | 7
CC(=O)NS(=O)(=O)c1ccc(NC(=O)CSc2ccc(Cl)cc2)cc1 | i | i | i | x | x | i | -2 | i | i | i | 0
O=C(NCc1ccccc1)c1sc(=S)n2c1[nH]c(=O)c1ccccc12 | i | i | i | 9 | i | i | -16 | 7* | i | i | -3
O=C(CNC(=S)N(Cc1ccccc1)Cc1cccnc1)N1CCOCC1 | i | i | i | -1 | i | i | -20 | i | i | i | -3
Cc1ccnc(NC(=O)CCc2c[nH]c3ccccc23)c1 | i | i | i | 12 | i | i | -11 | i | i | i | 10
O=S(NCc1ccco1)C12CC3CC(CC(C3)C1)C2 (configuration not stated) | i | i | i | 2 | i | i | -4 | i | i | i | 2
CCc1ccc(NS(=O)(=O)c2cc(OC)ccc2OC)cc1 | i | i | i | -2 | i | i | -2 | i | i | i | -5
CC(=O)c1ccc(NC(=O)c2cccc(NC(=O)c3ccccc3)c2)cc1 | i | i | i | 6 | i | i | -11 | i | i | i | 11
CC(C)(C)CC(=O)NCCCN1CCOCC1 | i | i | i | x | i | i | 2 | i | i | i | -5

Pulled by compound from above:
SMILES | KCNK9 block | PolyA inhibitor | TRPC4 block | Dyrk1A ADPGlo | KCNK3 inh | TRPC4 act | hERG protect | KCNQ1 block | KCNQ1 pot | TRPC4 PAM | Platelet DG rel
COc1cccc(Cn2cccc(NC(=O)Nc3ccccc3C)c2=O)c1 | i | i | i | -7 | i | i | -13 | i | i | i | 3
Cc1ccc(N(CC(=O)NC(C)c2ccccc2)S(=O)(=O)c2c(C)noc2C)cc1 (configuration not stated) | i | i | i | 0 | i | i | -7 | i | i | i | 10
CCN(CC)C(=O)Cn1cnc2sc(C(=O)N3CCN(c4ccc(F)cc4)CC3)c(C)c2c1=O | i | i | i | -8 | i | i | 1 | i | i | i | 2
COc1cc(/C=C(\C#N)c2nc3ccccc3n2C)cc(OC)c1O | i | i | i | 2 | -9.4* | i | -18 | 7* | i | i | 6

Continued:
SMILES | KCNK9 block | PolyA inhibitor | TRPC4 block | Dyrk1A ADPGlo | KCNK3 inh | TRPC4 act | hERG protect | KCNQ1 block | KCNQ1 pot | TRPC4 PAM | Platelet DG rel
COc1ccc(C(=O)NCCCCCC(=O)O)cc1OC | i | i | i | -4 | i | i | -6 | i | i | i | -1
N#CCCn1cc(/C=N/NC(N)=S)c(-c2ccc(-c3ccccc3)cc2)n1 | i | i | i | 1 | i | i | -10 | i | i | i | 0
CCOC(=O)c1c(NS(C)(=O)=O)sc2c1CCC(C)C2 (configuration not stated) | i | i | i | 0 | i | i | 1 | i | 8* | i | 7
Brc1ccc(-n2cnc(-c3ccccc3)c2)cc1 | i | i | i | 1 | i | i | -1 | i | i | i | x
Cc1ccc(Cl)cc1NC(=O)C(=O)N1CCCCC1 | i | i | i | 0 | i | i | -5 | i | i | i | -10
Cc1ccccc1-n1nc2c(c1NC(=O)c1cccs1)CS(=O)(=O)C2 | i | i | i | -5 | i | i | 0 | i | i | i | -6
CCOC(=O)C[n+]1c(C)ccc2c1CCC2 | i | i | i | -4 | i | i | -12 | i | i | i | -9
O=C(CCS(=O)(=O)Cc1cccc(Cl)c1)NCCc1ccccc1 | i | i | i | -3 | i | i | -5 | i | i | i | -11

An excerpt, so the mix of outcomes need not match the whole.
